Source: PubChem (several laboratories)
DPM-DC inhibit – blocks S. pneumoniae diphosphomevalonate decarboxylase | calls only at 10 µM | purified DPM-DC, PK/LDH coupled NADH fluorescence | 65,000 tested, 0.49% active;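 active means the 320 compounds with the highest percent inhibition in the single-dose primary screen, excluding strongly autofluorescent ones, cut at about 32% in these data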;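 further: kinetic rate of NADH fluorescence loss reporting ADP formed by the decarboxylase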
MK inhibit – blocks S. pneumoniae mevalonate kinase | purified MK, PK/LDH-coupled NADH absorbance 340 nm | AID 555 | inhibition, % at 10 µM | 65,000 tested, 0.48% active;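 active means ranked among the strongest by inhibition in the single 10 µM screen, a fixed top-ranked set picked for dose follow-up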; further: no value below 0 was filed
Spn PMK inh – S. pneumoniae PMK inhibition; purified PMK, PK/LDH-coupled NADH absorbance 340 nm; 65,000 tested, 0.49% active; AID 539; inhibition, % at 10 µM;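 active means top-ranked compounds by inhibition in the single 10 µM screen, taking a fixed number of the strongest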;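 further: 0% = full reaction with DMSO carrier and 100% = background rate without enzyme reaction; no value below 0 was filed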
Bfl-1 displacement – Bfl-1 inhibitors, primary screen, biochemical, fluorescence polarization, FITC-Bid, mouse (AID 432); displacement, % at 20 µM, or IC50 in µM where a hit was titrated; FITC-Bid BH3 peptide fluorescence polarization displacement; higher % means a stronger effect; 64,000 tested, 0.02% active; in the data active means a potency from the dose series; inactive means the rest, 99 in 100 with displacement below about 15%; further: strong numbers were not always called active
LYP inhibition – inhibition of human PTPN22 tyrosine phosphatase – biochemical, DiFMUP fluorescence, recombinant catalytic domain, 10 µM, primary screen (AID 606) | recombinant LYP catalytic domain, DiFMUP fluorescence; higher % means a stronger effect | inhibition, % at 10 µM, or IC50 in µM where a hit was titrated | 52,000 tested, under 10 active;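 active means IC50 under 40 µM in the dose-response test; inactive means IC50 of 40 µM or more, or never dose-tested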
HT1080 cytotoxicity – cytotoxicity in HT1080 fibrosarcoma cells, cell-based, fluorescence readout (AID 620); HT1080 viability, fluorescence; higher % means a stronger effect; cytotoxicity, % at 10 µM; hits with a dose series show EC50 in µM; 87,000 tested, 0.42% active;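 further: cells exposed to compound overnight then 4 h with Alamar Blue; 0% = vehicle DMSO and 100% = killing control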
KRASV12 cytotoxicity – viability loss of HPDE-C7K cells – cell-based, fluorescence, HTS, primary screen (AID 431); 63,000 tested, 1.7% active; cytotoxicity, % at 10 µM, or EC50 in µM where a hit was titrated; HPDE-C7K KRASV12 cells, Alamar Blue viability, 48 h; higher % means a stronger effect;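 active means compounds whose percent cytotoxicity in the single-dose primary screen, scaled between solvent and toxic-drug controls, exceeds 50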;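 further: 0% = DMSO solvent wells and 100% = doxorubicin-treated wells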
HPDE-C7 cytotoxicity – cytotoxicity in HPDE-C7 cells, cell-based, fluorescence, HTS (AID 430); HPDE-C7 pancreatic duct cells viability, fluorescence; higher % means a stronger effect; cytotoxicity, % at 10 µM; hits with a dose series show EC50 in µM; 63,000 tested, 1.8% active;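 further: cells exposed to compound for 48 hours before viability readout; 0% = vehicle and 100% = reference cytotoxic drug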
TNAP inhibition – inhibition of tissue-nonspecific alkaline phosphatase – biochemical, luminescent (AID 518) | purified TNAP enzyme, luminescent substrate readout; higher % means a stronger effect | inhibition, % at 20 µM; hits with a dose series show IC50 in µM | 64,000 tested, 0.09% active; in the data active means a potency from the dose series; inactive means the rest, 99 in 100 with inhibition below about 22%;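 further: plate controls were vehicle for no effect and reference inhibitor for full effect; many of its hits are not listed in these tables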
Spn PMK inh pilot replicates – also measured in Spn PMK inh; calls as there; inhibition, %; measured here: pilot screen replicates
MK inhibit pilot replicates – recorded beside MK inhibit, whose call it bears; inhibition, %; measured here: pilot screen replicates
DPM-DC inhibit pilot screen % – second read-out of DPM-DC inhibit, no call of its own (marks repeat the call); inhibition, %; measured here: pilot screen trials
An asterisk follows results filed as active. Unless noted, no stated cut-off is given here; in the data, active means cytotoxicity above about 50%; inactive means the rest. Compounds were not picked by outcome; 3.5% or so of the library scored in one or more.

What do the screens show for `COCCn1c(=S)[nH]c2ccc(N(C)C)cc2c1=O`?
DPM-DC inhibit: inactive; MK inhibit: 3; Spn PMK inh: 13; Bfl-1 displacement: 5%; LYP inhibition: 4%; HT1080 cytotoxicity: 3%; KRASV12 cytotoxicity: 2%; HPDE-C7 cytotoxicity: -5%; TNAP inhibition: 9%

How did Cc1cc(C)n2nc(SC(C)C(=O)NCc3ccco3)nc2n1 (stereo not drawn) do in these assays?
DPM-DC inhibit: inactive; MK inhibit: 0; Spn PMK inh: 18; Bfl-1 displacement: -2%; LYP inhibition: 6%; HT1080 cytotoxicity: -5%; KRASV12 cytotoxicity: 0%; HPDE-C7 cytotoxicity: -15%; TNAP inhibition: 6%

What do the screens show for `CCN(CC(=O)Nc1c(C(=O)OC)[nH]c2ccc(Cl)cc12)c1ccc2c(c1)OCO2`?
DPM-DC inhibit: inactive; MK inhibit: 11; Spn PMK inh: 0; Bfl-1 displacement: 18%; HT1080 cytotoxicity: 16%; TNAP inhibition: 8%

Results for CCOC(=O)CCCCC(=O)c1[nH]c(=O)[nH]c1CSc1nc(C)cc(=O)[nH]1 ?
DPM-DC inhibit: inactive; MK inhibit: 3; Spn PMK inh: 6; Bfl-1 displacement: 0%; LYP inhibition: 51%; HT1080 cytotoxicity: 1%; TNAP inhibition: 8%

How did CC(=C/C(=O)O)/C=C/c1cccs1 do in these assays?
DPM-DC inhibit: inactive; MK inhibit: 12; Spn PMK inh: 12; Bfl-1 displacement: -9%; LYP inhibition: 6%; HT1080 cytotoxicity: -1%; KRASV12 cytotoxicity: 2%; HPDE-C7 cytotoxicity: -12%; TNAP inhibition: -4%

Results for Cc1cccc(N(C(=O)Cn2nnc3ccccc32)C(C(=O)NCc2ccco2)c2ccncc2)c1 (stereo not drawn) ?
DPM-DC inhibit: inactive; MK inhibit: 5; Spn PMK inh: 4; Bfl-1 displacement: 4%; LYP inhibition: 4%; HT1080 cytotoxicity: 2%; KRASV12 cytotoxicity: -5%; HPDE-C7 cytotoxicity: 5%; TNAP inhibition: 7%

Results for COc1cccc2cc(C(=O)NCC3CCCO3)c(=O)oc12 (stereo not drawn) ?
DPM-DC inhibit: inactive; MK inhibit: 9; Spn PMK inh: 6; Bfl-1 displacement: -3%; LYP inhibition: -7%; HT1080 cytotoxicity: 15%; KRASV12 cytotoxicity: -3%; HPDE-C7 cytotoxicity: -2%; TNAP inhibition: 10%

How did COc1ccc(N(CC(=O)N2CCc3ccccc32)S(=O)(=O)c2c(C)noc2C)cc1 do in these assays?
DPM-DC inhibit: inactive; MK inhibit: 8; Spn PMK inh: 7; Bfl-1 displacement: 2%; HT1080 cytotoxicity: -4%; KRASV12 cytotoxicity: 2%; HPDE-C7 cytotoxicity: 3%; TNAP inhibition: 8%

What do the screens show for `O=C(OC(C(=O)NC1CCCC1)c1ccccc1F)c1ccco1` (stereo not drawn)?
DPM-DC inhibit: inactive; MK inhibit: 4; Spn PMK inh: 6; Bfl-1 displacement: 2%; LYP inhibition: -2%; HT1080 cytotoxicity: 3%; KRASV12 cytotoxicity: 10%; HPDE-C7 cytotoxicity: 2%; TNAP inhibition: 2%

How did Cc1cc(NC(=O)CCCOc2ccc(Cl)cc2Cl)no1 do in these assays?
DPM-DC inhibit: inactive; MK inhibit: 3; Spn PMK inh: 19; LYP inhibition: -11%

Results for O=C(Nc1ccccn1)c1cccnc1 ?
DPM-DC inhibit: inactive; MK inhibit: 0; Spn PMK inh: 13; Bfl-1 displacement: -4%; LYP inhibition: 1%; HT1080 cytotoxicity: 2%; KRASV12 cytotoxicity: -3%; HPDE-C7 cytotoxicity: 1%; TNAP inhibition: 7%

Results for COc1ccc(C2C(C(C)=O)=C(C)N=c3s/c(=C\c4ccc5c(c4)OCO5)c(=O)n32)c(OC)c1 (stereo not drawn) ?
DPM-DC inhibit: inactive; MK inhibit: 0; Spn PMK inh: 13; Bfl-1 displacement: -20%; LYP inhibition: 2%; HT1080 cytotoxicity: -12%; KRASV12 cytotoxicity: -2%; HPDE-C7 cytotoxicity: 0%; TNAP inhibition: 17%; Spn PMK inh pilot replicates: 5.0; MK inhibit pilot replicates: 2.5; DPM-DC inhibit pilot screen %: 1.5

What do the screens show for `CC(C)C(c1nnnn1Cc1ccccc1)N1CCN(Cc2ccco2)CC1` (stereo not drawn)?
DPM-DC inhibit: inactive; MK inhibit: 12; Spn PMK inh: 9; Bfl-1 displacement: -1%; HT1080 cytotoxicity: -6%; KRASV12 cytotoxicity: -12%; HPDE-C7 cytotoxicity: -13%; TNAP inhibition: 8%

What do the screens show for `COc1cccc(-n2c(C)nc3c(cnn3-c3ccc(C)cc3)c2=O)c1`?
DPM-DC inhibit: inactive; MK inhibit: 5; Spn PMK inh: 5; Bfl-1 displacement: -5%; LYP inhibition: 12%; HT1080 cytotoxicity: -8%; KRASV12 cytotoxicity: 21%; HPDE-C7 cytotoxicity: -1%; TNAP inhibition: 14%; Spn PMK inh pilot replicates: 0.0; MK inhibit pilot replicates: 0.5; DPM-DC inhibit pilot screen %: 0.0

What do the screens show for `COc1ccc(-c2nnc(SCC(=O)Nc3ncc(C)s3)n2-c2ccccc2)cc1OC`?
DPM-DC inhibit: inactive; MK inhibit: 0; Spn PMK inh: 13; Bfl-1 displacement: -5%; HT1080 cytotoxicity: 9%; KRASV12 cytotoxicity: 22%; HPDE-C7 cytotoxicity: 30%; TNAP inhibition: 8%

2 records drawn at random from the list so far, as already listed:
How did COc1ccc(N(CC(=O)N2CCc3ccccc32)S(=O)(=O)c2c(C)noc2C)cc1 do in these assays?
DPM-DC inhibit: inactive; MK inhibit: 8; Spn PMK inh: 7; Bfl-1 displacement: 2%; HT1080 cytotoxicity: -4%; KRASV12 cytotoxicity: 2%; HPDE-C7 cytotoxicity: 3%; TNAP inhibition: 8%

What do the screens show for `O=C(OC(C(=O)NC1CCCC1)c1ccccc1F)c1ccco1` (stereo not drawn)?
DPM-DC inhibit: inactive; MK inhibit: 4; Spn PMK inh: 6; Bfl-1 displacement: 2%; LYP inhibition: -2%; HT1080 cytotoxicity: 3%; KRASV12 cytotoxicity: 10%; HPDE-C7 cytotoxicity: 2%; TNAP inhibition: 2%

The listing continues:
How did O=C(CCCC1=NS(=O)(=O)c2ccccc2N1)N1CCN(c2ccc(Cl)cc2)CC1 do in these assays?
DPM-DC inhibit: inactive; MK inhibit: 4; Spn PMK inh: 1; Bfl-1 displacement: -3%; HT1080 cytotoxicity: -4%; KRASV12 cytotoxicity: -9%; HPDE-C7 cytotoxicity: -26%; TNAP inhibition: -6%

Results for COCCNC(=O)c1c(N)n(-c2cccc(C)c2)c2nc3ccccc3nc12 ?
MK inhibit: 11; Spn PMK inh: 7; Bfl-1 displacement: -7%; LYP inhibition: -2%; HT1080 cytotoxicity: 13%; KRASV12 cytotoxicity: 26%; HPDE-C7 cytotoxicity: 9%; TNAP inhibition: -3%

How did COC(=O)c1cccc(NC(=O)CSc2nc(=O)cc(N)n2-c2ccccc2)c1 do in these assays?
DPM-DC inhibit: inactive; MK inhibit: 8; Spn PMK inh: 11; Bfl-1 displacement: 7%; LYP inhibition: 7%; KRASV12 cytotoxicity: -4%; HPDE-C7 cytotoxicity: -3%; TNAP inhibition: 4%

What do the screens show for `O=C(Cn1ncc2c1-c1ccccc1OC2)N1CCN(Cc2ccc3c(c2)OCO3)CC1`?
DPM-DC inhibit: inactive; MK inhibit: 8; Spn PMK inh: 14; Bfl-1 displacement: -2%; HT1080 cytotoxicity: -1%; KRASV12 cytotoxicity: 1%; HPDE-C7 cytotoxicity: -9%; TNAP inhibition: 6%

What do the screens show for `CCCN1CCN(C(c2cc3cc(OCC)ccc3[nH]c2=O)c2nnnn2C2CCCCC2)CC1` (stereo not drawn)?
MK inhibit: 4; Spn PMK inh: 6; Bfl-1 displacement: 1%; LYP inhibition: 7%; HT1080 cytotoxicity: -5%; KRASV12 cytotoxicity: -16%; HPDE-C7 cytotoxicity: -10%; TNAP inhibition: 18%

What do the screens show for `Cc1nnc(SCCn2c(N3CCN(c4ccccc4)CC3)nc3c2c(=O)n(C)c(=O)n3C)s1`?
DPM-DC inhibit: inactive; MK inhibit: 0; Spn PMK inh: 10; Bfl-1 displacement: -8%; LYP inhibition: 4%; HT1080 cytotoxicity: -5%; KRASV12 cytotoxicity: -2%; HPDE-C7 cytotoxicity: -4%; TNAP inhibition: 7%

How did CSCC[C@H](NC(=O)OC(C)(C)C)c1nnc(SCC(=O)N(C)C)o1 do in these assays?
DPM-DC inhibit: inactive; MK inhibit: 3; Spn PMK inh: 8; Bfl-1 displacement: -5%; HT1080 cytotoxicity: -3%; KRASV12 cytotoxicity: -8%; HPDE-C7 cytotoxicity: -15%; TNAP inhibition: 11%

Results for Cc1nn(-c2nnc(C)c(=O)[nH]2)c(C)c1SCC(=O)Nc1ccc(F)cc1 ?
DPM-DC inhibit: inactive; MK inhibit: 1; Spn PMK inh: 2; Bfl-1 displacement: -3%; LYP inhibition: -4%; KRASV12 cytotoxicity: 0%; HPDE-C7 cytotoxicity: 1%; TNAP inhibition: 13%

How did COc1ccc(CC(NC(C)=O)C(=O)NC2CCN(c3nnnn3-c3ccccc3)CC2)cc1 (stereo not drawn) do in these assays?
DPM-DC inhibit: inactive; MK inhibit: 8; Spn PMK inh: 5; Bfl-1 displacement: 6%; LYP inhibition: -4%; HT1080 cytotoxicity: 26%; KRASV12 cytotoxicity: 1%; HPDE-C7 cytotoxicity: -12%; TNAP inhibition: 2%

How did COCC(=O)N(CCc1ccc(OC)cc1)Cc1nc2ccccc2c(=O)[nH]1 do in these assays?
DPM-DC inhibit: inactive; MK inhibit: 0; Spn PMK inh: 13; Bfl-1 displacement: 1%; HT1080 cytotoxicity: -3%; KRASV12 cytotoxicity: 0%; HPDE-C7 cytotoxicity: -2%; TNAP inhibition: 6%

What do the screens show for `CCOC(=O)N1CCN(C(=O)c2ccc(-n3c(=S)[nH]c4ccccc4c3=O)cc2)CC1`?
DPM-DC inhibit: inactive; MK inhibit: 4; Spn PMK inh: 12; LYP inhibition: -1%; HT1080 cytotoxicity: -6%

What do the screens show for `Cn1cnnc1SCCn1c(N2CCCCC2)nc2c1c(=O)[nH]c(=O)n2C`?
DPM-DC inhibit: inactive; MK inhibit: 2; Spn PMK inh: 3; Bfl-1 displacement: 8%; LYP inhibition: 7%; HT1080 cytotoxicity: 10%; KRASV12 cytotoxicity: 4%; HPDE-C7 cytotoxicity: -8%; TNAP inhibition: 7%

How did Nn1c(COc2cccc(Br)c2)nnc1SCC(=O)N1CCc2ccccc2C1 do in these assays?
DPM-DC inhibit: inactive; MK inhibit: 5; Spn PMK inh: 0; Bfl-1 displacement: -3%; LYP inhibition: 8%; HT1080 cytotoxicity: 0%; KRASV12 cytotoxicity: -3%; HPDE-C7 cytotoxicity: -4%; TNAP inhibition: 8%

How did O=C(CSc1nc2nc[nH]c2c(=O)[nH]1)NC1CCCCC1 do in these assays?
DPM-DC inhibit: inactive; MK inhibit: 8; Spn PMK inh: 11; Bfl-1 displacement: 4%; LYP inhibition: -2%; HT1080 cytotoxicity: 3%; KRASV12 cytotoxicity: -10%; HPDE-C7 cytotoxicity: -12%; TNAP inhibition: 7%
